RXFP1 antagonist: qHTS Assay for Antagonists of the Relaxin Receptor RXFP1. Relaxin receptor 1 (Homo sapiens), Q9HBX9. HEK293-RXFP1, relaxin-stimulated cAMP HTRF, 30 min; active compounds read low. activity change, negative = inhibition, % at 57.5 µM. 0.59% of 350,000 active. AID 1259400, 2018;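 active = activity change of -60% or lower, but not beyond a set lower limit; inconclusive = change between -60% and -40%, or beyond the set limit; inactive = change above -40%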; also: % is scaled to controls: 0 for no effect and ±100 for the full control effect
Target sequence (Q9HBX9 whole entry, looked up): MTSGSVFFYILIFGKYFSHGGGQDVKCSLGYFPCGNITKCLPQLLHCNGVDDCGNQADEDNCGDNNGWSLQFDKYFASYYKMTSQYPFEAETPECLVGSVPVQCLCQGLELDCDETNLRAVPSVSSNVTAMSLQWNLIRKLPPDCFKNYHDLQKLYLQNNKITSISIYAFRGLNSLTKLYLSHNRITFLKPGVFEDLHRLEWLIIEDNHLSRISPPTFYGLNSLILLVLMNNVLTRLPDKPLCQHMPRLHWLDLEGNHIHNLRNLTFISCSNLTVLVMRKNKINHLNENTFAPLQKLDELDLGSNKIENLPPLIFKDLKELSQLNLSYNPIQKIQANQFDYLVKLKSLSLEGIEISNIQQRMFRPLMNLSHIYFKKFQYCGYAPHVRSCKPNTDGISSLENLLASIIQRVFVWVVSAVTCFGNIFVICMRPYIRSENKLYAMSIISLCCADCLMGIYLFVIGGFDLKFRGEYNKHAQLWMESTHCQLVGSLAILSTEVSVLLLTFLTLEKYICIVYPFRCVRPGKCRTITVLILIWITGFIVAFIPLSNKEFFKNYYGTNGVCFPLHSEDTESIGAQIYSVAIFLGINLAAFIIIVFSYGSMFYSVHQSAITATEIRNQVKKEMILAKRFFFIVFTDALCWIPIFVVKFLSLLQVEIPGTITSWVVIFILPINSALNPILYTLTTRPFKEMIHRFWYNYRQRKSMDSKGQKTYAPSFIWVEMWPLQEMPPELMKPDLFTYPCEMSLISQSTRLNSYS
Pol beta inh: qHTS Assay for Inhibitors of DNA Polymerase Beta; Pol beta primer extension/strand displacement, fluorescence kinetic; Potency, µM (series often up to 114 µM), for inactives: at the top dose activity change, negative = inhibition, most hits filed as inhibitors; 1.3% of 340,000 active; AID 485314, 2010; also: potency is read from the fitted curve at half-maximal effect; % is scaled to controls: 0 for no effect and ±100 for the full control effect
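10 nM enzyme + cpd, 15 min RT; start with substrate 50 nM final; read 0 min and after 10 min RT. Corrected, normalized data; 4-parameter Hill curve fit.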
APE1 inh: qHTS Assay for Inhibitors of the Human Apurinic/apyrimidinic Endonuclease 1 (APE1); recombinant APE1, TAMRA/BHQ-2 abasic DNA cleavage fluorescence; 0.35% of 350,000 active; Potency, µM (series often up to 65.8 µM), for inactives: at the top dose activity change, negative = inhibition, hits mostly inhibitors; DNA repair nuclease/redox regulator APEX1 (Homo sapiens), P27695;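 also: potency is read from the fitted curve at half-maximal effect; plate controls were vehicle for no effect and reference inhibitor for full effect; nearly all actives have a fitted effect of over 55% in size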
Target sequence (P27695 whole entry, looked up): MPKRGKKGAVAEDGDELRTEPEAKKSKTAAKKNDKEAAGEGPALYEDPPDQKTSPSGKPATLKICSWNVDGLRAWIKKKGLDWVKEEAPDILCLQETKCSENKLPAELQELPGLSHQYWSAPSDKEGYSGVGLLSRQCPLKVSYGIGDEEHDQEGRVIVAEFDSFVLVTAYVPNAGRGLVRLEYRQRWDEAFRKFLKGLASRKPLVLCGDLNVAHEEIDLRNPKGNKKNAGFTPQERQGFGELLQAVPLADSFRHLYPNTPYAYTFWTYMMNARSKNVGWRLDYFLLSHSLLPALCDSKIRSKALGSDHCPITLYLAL
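Incision of a quenched TAMRA/BHQ-2 THF abasic-site duplex (50 nM) by 0.75 nM APE1, after 15 min compound preincubation, measured as fluorescence increase over three 60 s reads. Values normalized to buffer, DMSO and NSC13755 control wells.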
Pol eta inh: qHTS for Inhibitors of Polymerase Eta. DNA polymerase eta (Homo sapiens), Q9Y253. recombinant Pol eta, fluorescent DNA replication assay. Potency, µM (doses to about 114 µM), for the others: at the highest dose activity change, negative = inhibition, usual class: inhibitors. 1.2% of 390,000 active. AID 588591, 2011; also: potency is read from the fitted curve at half-maximal effect; % is scaled to controls: 0 for no effect and ±100 for the full control effect
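Pol eta at 10 nM preincubated with compounds 15 min at room temperature; reaction started with fluorescent substrate (50 nM final) and read kinetically at 0 and 10 min.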
Tb PGK inh: qHTS Assay to Find Inhibitors of Phosphoglycerate Kinase. PGK/GAPDH coupled, Kinase-Glo luminescence, 60 min. Potency, µM (doses to about 57.5 µM), inactives show at the highest dose activity change, negative = inhibition, actives largely listed as inhibitors. 0.043% of 380,000 active; also: potency is read from the fitted curve at half-maximal effect; % is scaled to controls: 0 for no effect and ±100 for the full control effect; nearly all actives have a fitted effect of over 60% in size
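Recombinant glycosomal PGK reaction used 1,3-bisphosphoglycerate generated in-well by GAPDH (100nM final) in 100mM TEA pH 7.6, 5mM MgCl2, 0.01% Tween-20. After 60 minutes at room temperature, ATP was read by Kinase-Glo Plus luminescence end-point.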
BLM helicase inh: qHTS Assay for Inhibitors of Bloom's syndrome helicase (BLM) | Potency, µM (top dose mostly 56.1 µM), for inactives: at the highest dose activity change, negative = inhibition, usual class: inhibitors | RecQ-like DNA helicase BLM (Homo sapiens), P54132 | recombinant BLM DNA unwinding, fluorescence dequenching | 0.2% of 350,000 active | AID 2528, 2010;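 also: potency is read from the fitted curve at half-maximal effect; plate controls were vehicle for no effect and no enzyme for full effect; nearly all actives have a fitted effect of over 35% in size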
Apoferritin bind: qHTS Assay for Identification of Novel General Anesthetics; 0.074% of 350,000 active; apoferritin/1-aminoanthracene competitive binding, fluorescence; Potency, µM (titrated, usually from 77.5 µM), inactives show top-dose activity change, negative = displacement, actives largely listed as inhibitors; also: potency is read from the fitted curve at half-maximal effect; % is scaled to controls: 0 for no effect and ±100 for the full control effect; nearly all actives have a fitted effect of over 20% in size
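Probe: 1-aminoanthracene (50% saturated, PBS). Protein: horse-spleen apoferritin, 10 uM. Incubation: 10 min, room temperature. Detection: 380 nm excitation, 535 nm emission. Analysis: normalized response, four-parameter Hill.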
Pol kappa inh: qHTS for Inhibitors of Polymerase Kappa; DNA polymerase kappa (Homo sapiens), Q9UBT6; purified Pol kappa, fluorescent DNA synthesis assay, 10 min; Potency, µM (top dose mostly 107 µM), inactives show at the top dose activity, negative = inhibition, usual class: inhibitors; 0.53% of 400,000 active; also: potency is read from the fitted curve at half-maximal effect; % is scaled to controls: 0 for no effect and ±100 for the full control effect
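50 nM final substrate added after 15 min RT preincubation of 10 nM Pol kappa with compound; fluorescence read at 0 and 10 min.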
POLI inh: qHTS for Inhibitors of Polymerase Iota. DNA polymerase iota (Homo sapiens), Q9UNA4. Pol iota fluorescent replication assay, 10 min. Potency, µM (titrated, usually from 115 µM), inactives show at the highest dose activity, negative = inhibition, actives largely listed as inhibitors. 1% of 390,000 active; also: potency is read from the fitted curve at half-maximal effect
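Fluorescent replication assay read twice, at 0 min and 10 min after adding 50 nM (final) substrate. Enzyme (10 nM) and compounds were first incubated 15 min at room temperature; enzyme-free buffer wells were negative controls.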
Active calls of the source: *; i = inactive; ? = inconclusive; . = not tested or not shown; & = joins results of further samples; [ ] = remark or other dose. Unless noted, calls follow the shape of the dose curve; as a rule, active = well fitted curve in the direction sought with a large enough effect; inconclusive = small, poorly fitted or top-dose-only effect, or another doubt; inactive = no such curve, though single readings can be large; an effect the other way counts as inactive or inconclusive. A portion of the library; rates above refer to the full screens.

Structure,RXFP1 antagonist,Pol beta inh,APE1 inh,Pol eta inh,Tb PGK inh,BLM helicase inh,Apoferritin bind,Pol kappa inh,POLI inh
COc1ccc(-c2nnn(CC(=O)N(CCCN3CCOCC3)C(C(=O)NC3CCCC3)c3ccco3)n2)cc1 (stereo not given),-1.4,18.7%,-1.2%,-5.6%,0.9%,-2.2%,-7.0%,-12.1%,44.9%[activator]
COCC(C)NC(=O)CSc1nc2nn(-c3ccccc3)c(=O)c-2c2n1CCCCC2 (stereo not given),-4.6,35.6%,6.6%,-4.3%,7.3%,-3.8%,-9.1%,-1.3%,118.5%[activator]
Cc1cccc(N(Cc2ccccc2)C(=O)c2ccc(CS(C)(=O)=O)cc2)c1,-6.3,45.7%,-21.5%,-23.0%,2.0%,0.4%,-10.3%,-7.9%,35.3%[activator]
CC(NC(=O)CSc1cccc(C(F)(F)F)c1)c1ccccc1 (stereo not given),-7.2,7.5%,?,-8.5%,.,-5.9%,-10.0%,-5.0%,14.7%
COc1cc2c(cc1OC)CN(C(=O)CCC(=O)c1ccc(F)cc1)CC2,3.7,.,-7.5%,-9.6%,3.8%,.,.,-14.0%,46.0%[activator]
CCOc1ccccc1NC(=O)[C@@H](NC(=O)c1ccccc1F)C(C)C,-15.0,22.1%,33.3%,-8.3%,-2.0%,-0.7%,-19.4%,-1.2%,-7.2%
CCc1ccccc1N(CC)C(=O)c1cn(CC)c(=O)c2cc(OC)c(OC)cc12,-3.9,45.1%[activator],15.8%,-11.9%,0.5%,-2.4%,-14.4%,-5.5%,11.2%
COc1ccccc1NC(=O)CSc1oc(-c2ccco2)nc1S(=O)(=O)c1ccc(C)cc1,-7.8,-4.2%,.,-7.5%,-6.4%,-2.0%,-11.9%,-3.9%,9.2%
C[C@]12C=CC(=O)C=C1CC[C@@H]1C2[C@@H](O)C[C@@]2(C)C1CC[C@]2(O)C(=O)COC(=O)CCC(=O)O (stereo not given in full),-4.8,7.3%,6.0%,-21.1%,1.0%,1.1%,-11.0%,-32.8%,73.9%[activator]
CCn1c(O)c2ccc(C(=O)N=NC(=O)c3ccccc3)cc2c1O,-18.7,57.9%,-6.7%,-2.9%,3.4%,0.7%,-7.0%,-5.2%,13.0%
O=C(CNC(=O)c1ccncc1)N/N=C/c1ccccn1,-1.5,-15.4%,1.5%,2.3%,5.7%,-2.9%,-18.7%,-13.9%,-2.1%
O=C(O)c1ccccc1Cc1ccc2c(c1)CCCC2,-7.3,.,.,-7.1%,-3.4%,.,.,-9.2%,12.9%
CCOC(=O)C1C(=O)NC(c2ccccc2)=NC1c1ccc(OC)cc1 (stereo not given),4.0,2.0%,-2.3%,5.5%,-8.1%,-5.8%,-8.0%,2.8%,28.8%
COC(=O)c1cccc(C(=O)N2CCC(CCC(=O)NCc3ccc(F)cc3)CC2)c1,4.2,40.2%,26.7%,-17.6%,-4.6%,-0.4%,1.8%,-2.1%,28.7%
O=C(CSc1nnc2ccc(-c3ccncc3)nn12)N1CCCCC1,13.8,25.4%,-1.2%,30.5%[activator],-2.4%,-0.3%,-17.6%,6.0%,30.7%[activator]
COc1cc(/C=C/C(=O)O)ccc1OCc1cnc(Cl)s1,-3.7,2.8%,-0.7%,-9.0%,-4.9%,-9.0%,-2.2%,-5.1%,83.0%[activator]
COc1cccc(CNC(=O)c2ccc(NC(=O)N3CCCCc4ccccc43)cc2)c1,.,0.8%,.,0.6%,-6.5%,-1.6%,-8.4%,2.9%,3.1%
Cc1ccc(S(=O)(=O)NCC(=O)N(CC(=O)NCc2ccccc2)CC2CCCO2)cc1 (stereo not given),-2.3,19.6%,-6.1%,-10.0%,-5.4%,0.8%,5.6%,-7.4%,5.1%
CCCCNC(=O)n1c(=O)oc2ccc(Cl)cc21,3.4,8.9%,-1.9%,-10.7%,3.1%,2.3%,-2.6%,-2.7%,16.9%
COCc1nnc(NC(=O)CCc2ccc(OC)cc2)s1,-11.4,8.3%,5.3%,-15.5%,-0.2%,-1.1%,-2.6%,-2.1%,48.2%[activator]
CCOC(=O)c1sc(NC(=O)CSc2nnc(Cc3ccccc3)o2)c(C(=O)OCC)c1C,-8.2,0.8%,5.4%,-9.8%,-3.7%,-7.0%,?,-11.4%,-6.0%
Cn1cccc/c1=N\c1cccc[n+]1C,0.7,35.9%,18.3%,-4.0%,-4.4%,2.1%,48.9%[activator],9.0%,4.7%
Cn1c2ccccc2c2nnc(SCC(=O)Nc3cccc(C(=O)O)c3)nc21,2.3,-8.3%,22.3%,-9.3%,-0.9%,-4.2%,3.0%,3.5%,-13.1%
CCc1cccc(NC(=O)CN2C(=O)COc3ccc(S(=O)(=O)Nc4ccccc4)cc32)c1,.,-0.3%,.,-0.8%,-1.2%,-7.0%,-10.5%,-14.5%,-28.2%

Part of the list above with just Pol eta inh, Tb PGK inh and RXFP1 antagonist.
| SMILES | Pol eta inh | Tb PGK inh | RXFP1 antagonist |
| --- | --- | --- | --- |
| Cc1ccc(S(=O)(=O)NCC(=O)N(CC(=O)NCc2ccccc2)CC2CCCO2)cc1 (stereo not given) | -10.0% | -5.4% | -2.3 |
| CCOC(=O)c1sc(NC(=O)CSc2nnc(Cc3ccccc3)o2)c(C(=O)OCC)c1C | -9.8% | -3.7% | -8.2 |
| COC(=O)c1cccc(C(=O)N2CCC(CCC(=O)NCc3ccc(F)cc3)CC2)c1 | -17.6% | -4.6% | 4.2 |

The list goes on.
Structure,RXFP1 antagonist,Pol beta inh,APE1 inh,Pol eta inh,Tb PGK inh,BLM helicase inh,Apoferritin bind,Pol kappa inh,POLI inh
COC(=O)C1=C(C)NC(C)=C(C(=O)OCCN(C)Cc2ccccc2)C1c1cccc([N+](=O)[O-])c1 (stereo not given),-76.0*,-3.3%[57.1 µM],?,-8.9%,-13.7%,4.6%&-10.1%&-21.8%,?,?,?
Cc1ccc(-c2nnc(-c3ccccc3Br)o2)cc1,-25.5,-0.4%,14.7%,0.5%,-3.4%,-7.4%,-19.2%,-13.5%,13.0%
O=C(CC1CCCCC1)Nc1ncn[nH]1,0.9,31.4%[activator],1.3%,-14.4%,5.1%,-6.5%,?,-7.1%,8.8%
Cc1ccc(C(=O)c2cn(Cc3cccc(Cl)c3)c3nc(C)ccc3c2=O)cc1,.,-27.4%,.,-20.0%,-4.1%,-7.4%,-10.4%,-18.0%,-5.2%
Cc1cccc(N2CC(C(=O)Nc3nccs3)CC2=O)c1C (stereo not given),-3.8,-29.8%,5.9%,-14.9%,-0.3%,-7.0%,0.1%,4.0%,80.7%[activator]
O=CN/C=C/c1cccc(O)c1,-4.6,.,.,-9.2%,-5.9%,.,.,2.5%,30.7%[activator]
CC(C)(C)OC(=O)C[C@@H]1C/C=C\C[C@@H](CC(=O)N(CCO)Cc2ccccc2)C(=O)N[C@H](Cc2c[nH]c3ccccc23)COC1=O,.,.,-2.6%,-17.1%,0.2%,.,.,-10.6%,-11.2%
COc1ccccc1Nc1nc2c(S(=O)(=O)c3ccc(C(C)C)cc3)nnn2c2ccsc12,9.3,11.3%,.,-10.2%,i,0.3%,?,14.0%,8.2%
CCCCCOc1ccccc1C(=O)NCCCC(=O)O,7.1,-0.2%,22.6%,-5.2%,-3.4%,-3.3%,-1.4%,2.0%,?
O=c1nc2ccccc2c2n1CC(CN1CCN(c3cccc(Cl)c3)CC1)N2 (stereo not given),-3.0,41.8%,11.1%,-19.1%,-2.0%,-2.6%,-4.0%,0.0%,?
CC(C)Nc1nc(NC(C)C)nc(Oc2ccc(/C=N/O)cc2)n1,-4.7,29.4%,-1.4%,-3.9%,-1.7%,2.9%,-17.7%,-2.8%,?
CCc1nnc(NS(=O)(=O)c2ccc(N=CC3=C(O)CC(C)(C)CC3=O)cc2)s1,0.3,-23.2%,-4.5%,-7.8%,-2.9%,4.5%,-7.5%,-0.2%,-24.3%
CC(C)(C)OC(=O)N1CCCN(C(=O)Nc2cccc(Cl)c2)CC1,16.2,-1.8%,-5.5%,-12.4%,-12.3%,-3.4%,-12.4%,-11.3%,15.1%
COc1ccc(OC)c(NC(=O)c2cccn2-c2nnc(N3CCCCC3)s2)c1,-18.5,1.7%,.,13.3%,-4.1%,-5.0%,5.3%,-5.1%,11.5%
O=C(N/N=C/c1ccoc1)c1ccccc1O,-1.6,22.4µM*,-56.6%,44.7µM*,-3.4%,-9.1%,-8.7%,?,?
C=CCn1c(SCC(=O)NC2CCS(=O)(=O)C2)nnc1-c1ccc(Cl)cc1 (stereo not given),1.8,.,5.3%,-6.4%,-2.3%,.,.,-7.1%,-20.0%
CC(C)(C)NC(=O)C[C@H]1C[C@H](C(=O)N2CCOCC2)[C@@]2(CCC3CCCC3)c3[nH]c4ccc(Cl)cc4c3CCN2C1=O,.,.,-29.5%,-11.8%,4.1%,.,.,-19.6%,?
COc1ccc(C=CC(=O)c2c(OC)cc(OC)c(OC)c2O)cc1,-15.7,.,.,-18.6%,-1.2%,.,.,-8.6%,57.7%[activator]
